T cell HTS – T cell immune modulators affecting CD8 T cell-vesicle binding; 2C CD8+ T cell-vesicle binding, flow cytometry; stronger effect = lower value; calls only at 7 µM; hit rate 0.068% among 330,000;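 active = response, share of CD8 T cells binding vesicles, and their 90th percentile fluorescence all below set limits, cut at about 80% in these data, passing the limit was not always enough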
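Read-out – percent CD8+ FL2 mean versus row control · System – murine 2C transgenic CD8+ T lymphocytes · Times – 1.5 h cell–vesicle binding at 37 °C, then 20 min icy labelling · Control set – naked vesicles low, QL9 vesicles with vehicle high · Detection – cytometric PE anti-B7-1 and Alexa647 anti-CD8 signals after 1% paraformaldehyde fixation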
MT stabilize HCS – stabilizes microtubules in HeLa cells; HeLa tubulin immunostaining HCS, 24 h; share of cells brighter than vehicle mean+2SD; % tubulin-high responders, % at 10 µM; hit rate 0.83% among 200,000; AID 2205;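 active = plate Z-score above 3 for both tubulin-high and condensed-nucleus cell shares, with cell loss under 80%, at 10 µM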;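 note: anti alpha tubulin signal scored within the nucleus-defined area of each cell; some results filed as inactive read as strong as hits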
Myeloid diff 2 – promotes myeloid progenitor differentiation; ER-HoxA9 myeloid progenitors, lysozyme-GFP differentiation, flow cytometry; calls only at 10 µM; hit rate 1% among 360,000;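 active = normalized GFP-positive differentiation at or above the plate's own cutoff, the solvent-only control mean plus 3 SD; inconclusive = no clear call, values can overlap the other calls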;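 note: cells exposed to compound for four days before flow analysis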
bCat nuc transl – beta-catenin nuclear translocation modulation; HeLa beta-catenin nuclear translocation, immunofluorescence imaging; nuclear translocation activity, % at 5 µM; hit rate 0.3% among 190,000; AID 1665;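 active = nuclear translocation activity above 50% at 5 µM, with a well cell count of 50 or more; inconclusive = wells under 50 cells across six images, flagged as toxic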;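 note: per-cell ratio of nuclear to cytoplasmic median beta-catenin stain intensity; plate controls were DMSO negative control for no effect and GSK-3 inhibitor IX positive control for full effect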
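test system = HeLa cells, endogenous beta-catenin | dosing = single 5 µM dose plus 0.02–20 µM confirmation series | times = compound treatment 24 h, 37°C, 5% CO2 | technique = beta-catenin immunofluorescence imaging with DAPI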
Insulin prom up – MIN6 insulin promoter up-regulation | hit rate 0.3% among 190,000 | z-score at 5 µM | MIN6 insulin promoter-GFP reporter, high-content imaging; stronger effect = higher value;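 active = z-score above 3 at 5 µM with at least 500 cells counted in the well; inconclusive = wells under 500 cells, flagged as cytotoxic or low count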
West Nile antiviral – inhibition of WNV-induced cytopathic effect – cell-based, CPE readout (AID 1621) | West Nile virus-infected cells, CPE inhibition; higher % means a stronger effect | one-dose CPE inhibition, % at 10 µM; IC50 in µM for titrated hits | hit rate 0.02% among 290,000; in the data active = a potency from the dose series; inconclusive = CPE inhibition mostly from about 3.7% at the one dose, without a potency; inactive = the rest, 99 in 100 with CPE inhibition below about 2.2%; note: strong numbers were not always called active
Lipid droplet – modulators of hepatic lipid droplet formation. AML12 mouse hepatocytes, oleate lipid droplets, BODIPY imaging. inhibition, % at 6.5 µM. hit rate 0.4% among 240,000;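 active = lipid droplet intensity inhibited by at least 50%, with more than 500 cells counted; inconclusive = wells with under 300 cells, treated as cytotoxic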
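Material: mouse AML12 hepatocyte cell line, fixed after treatment; Timing: compound with oleate, overnight; Technique: high-content imaging of BODIPY-stained droplets and DAPI nuclei; Probe or stimulus: oleate, 100 µM final; Dosing: compound at 6.5 µM only.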
WT yeast gro inh – growth inhibition of WT yeast, mitochondrial fusion screen; AID 1362; mitochondrial fusion phenotypic screen, WT strain; hit rate 2.1% among 190,000; inhibition, % at 10 µM; in the data active = inhibition above about 58%; tested in S. cerevisiae
Autophagy HCS – autophagy modulation, high-content screen. hit rate 0.98% among 190,000. MEF GFP-LC3 puncta imaging; test concentration mostly 10 µM. calls only at 10 µM (by protocol);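 active = percentage of spot-positive cells more than 3 SD above its plate mean, without a fluorescence outlier flag or 80% toxicity; inconclusive = no clear call, values can overlap the other calls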;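 note: spot-positive cell cutoff set from DMSO-treated cells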
WT yeast gro inh mutant strain – second read-out of WT yeast gro inh, no call of its own (marks repeat the call); inhibition, %; mitochondrial fusion phenotypic screen, mutant strain inhibition
Insulin prom up cell count – further read-out of Insulin prom up, marked with its call; cell count; measured here: cytotoxicity, nuclei count;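 total cells summed across four imaged fields per well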
Lipid droplet cells 6.5 µM – recorded beside Lipid droplet, whose call it bears; cell count; measured here: cell count, cytotoxicity flag;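 cells counted across two imaged fields per well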
bCat nuc transl cell count 5 µM – further read-out of bCat nuc transl, marked with its call; cell count; measured here: cell count, cytotoxicity flag
T cell HTS vesicle-bound % – further read-out of T cell HTS, marked with its call; double positive events, %; measured here: CD8+ vesicle-bound cell fraction;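 binding gate set so that unloaded-vesicle control wells show 10% double positive cells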
MT stabilize HCS Hoechst-high % – second read-out of MT stabilize HCS, no call of its own (marks repeat the call); % Hoechst-high responders; measured here: nuclear condensation Hoechst responders;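 share of cells brighter than vehicle mean plus two SD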
MT stabilize HCS cytotoxicity % – also measured in MT stabilize HCS; calls as there; toxicity, %; measured here: cytotoxicity by cell density;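 0% = mean cell density of plate MIN control wells and 100% = no cells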
Autophagy HCS cell loss 18 h – second read-out of Autophagy HCS, no call of its own (marks repeat the call); toxicity, %; measured here: cell loss, nuclei count;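 cell loss after 18 h compound exposure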
Myeloid diff 2 GFP+ MAC1+ % – recorded beside Myeloid diff 2, whose call it bears; GFP+ MAC1+ double positive, %; measured here: differentiation confirmed by MAC1 staining
An asterisk follows results filed as active; i = inactive; ? = inconclusive; . = not tested or not shown.

SMILES	T cell HTS	T cell HTS vesicle-bound %	MT stabilize HCS	MT stabilize HCS Hoechst-high %	MT stabilize HCS cytotoxicity %	Myeloid diff 2	Myeloid diff 2 GFP+ MAC1+ %	bCat nuc transl	bCat nuc transl cell count 5 µM	Insulin prom up	Insulin prom up cell count	West Nile antiviral	Lipid droplet	Lipid droplet cells 6.5 µM	WT yeast gro inh	WT yeast gro inh mutant strain	Autophagy HCS	Autophagy HCS cell loss 18 h
COCCn1c(SCc2nc3scc(-c4ccc(Cl)cc4)c3c(=O)[nH]2)nnc1-c1cccc(C)c1	i	39.4	16.9	10.8	44.0	i	1.0	-0.4	1135	-0.26	1436	-0.8%	0.6	631	13.6	-11.8	i	12.7
Cc1ccc2c(COC(=O)c3ccc(NC(=O)CC#N)cc3)cc(=O)oc2c1C	i	30.8	.	.	.	i	3.6	.	.	.	.	0.5%	-20.1	763	.	.	.	.
COc1ccc(-c2nnn(Cc3ccccc3F)n2)cc1	i	50.1	3.8	1.4	1.6	i	0.9	0.5	537	0.84	1330	0.1%	-0.5	772	-11.5	-3.8	i	-1.3
O=C(NC(=S)Nc1cccc(NC(=S)NC(=O)c2ccco2)n1)c1ccco1	i	7.4	1.6	1.8	5.9	i	0.5	-0.2	1511	.	.	-1.2%	3.6	709	-41.4	9.2	i	-0.5
Cc1cccc(C)c1OCCNC(=O)C(=O)NCc1ccco1	i	58.0	10.5	44.6	30.1	?	.	59.4*	560*	-0.12	1002	0.2%	-58.2	463	0.0	1.2	i	35.7
Cc1cc(NC(=O)COC(=O)C2CCC2)no1	i	62.6	2.3	2.9	4.8	i	0.2	0.2	1122	0.13	1207	0.0%	2.2	682	-11.8	-23.3	i	-0.5
CCNC(=O)Cn1c(=O)c2c(ncn2Cc2ccccc2)n(Cc2ccccc2)c1=O	i	23.3	3.1	1.7	4.9	i	7.9	1.5	1401	-0.29	1595	-0.6%	.	.	35.3	7.3	i	6.0
COc1cccc(C2N(c3ccc(Cl)c(Cl)c3)C(=O)C3CCCN32)c1OC (stereo unspecified)	i	5.2	7.7	4.1	6.1	i	0.8	3.7	1453	-0.57	1526	-0.3%	.	.	1.2	-5.6	i	8.2
CC1CN(C(=O)CCN2C(=O)c3ccccc3C2=O)CC(C)O1 (stereo unspecified)	i	42.5	2.9	1.4	7.1	i	0.6	-3.3	503	.	.	-0.1%	-8.4	705	-17.6	-2.5	i	1.6
COc1ccc(-n2c3c(c(=O)[nH]c2=O)C(C(F)(F)F)(C(F)(F)F)N=C(CC(C)C)N3)cc1	i	59.9	3.8	1.6	5.1	i	1.5	-1.6	1350	-0.37	1597	0.1%	.	.	-3.2	2.6	i	19.1
COc1ccc(Cl)cc1N(CC(=O)NC1CC2CCC1C2)S(=O)(=O)c1ccccc1 (stereo unspecified)	i	21.8	.	.	.	i	0.9	.	.	.	.	-1.1%	-10.4	681	.	.	.	.
O=C(c1ccc(C(F)(F)F)cc1)C1CCCN(C(=O)Cn2cnnn2)C1 (stereo unspecified)	i	22.6	.	.	.	i	1.6	.	.	.	.	0.2%	34.1	755	.	.	.	.
CCCCOP(=O)(c1ccc(N(C)C)cc1)C(O)c1ccncc1 (stereo unspecified)	i	12.2	1.4	1.3	3.4	i	0.2	-1.4	1194	-0.19	1082	0.1%	.	.	6.1	26.6	i	2.9
CCOc1ccc(NC(=O)C(CC)n2nc(C)c3c(C)n(-c4ccccc4)nc3c2=O)cc1 (stereo unspecified)	i	27.5	.	.	.	i	2.2	.	.	.	.	0.0%	41.4	663	.	.	.	.
COc1ccc(OC)c(S(=O)(=O)n2ccnc2C(C)C)c1	i	49.1	.	.	.	i	0.5	.	.	.	.	-0.5%	23.8	800	.	.	.	.
COc1ccc(OCC(=O)Nc2ccc(S(=O)(=O)N3CCCCCC3)cc2)cc1	i	28.6	2.3	3.0	4.6	i	0.7	-0.3	1026	0.97	1287	-0.1%	-9.6	744	9.4	15.9	i	0.4
Fc1ccc(C2CC(c3ccccc3)Nc3ncnn32)cc1 (stereo unspecified)	i	34.1	1.7	2.8	9.7	i	2.6	.	.	0.1	867	0.8%	.	.	10.8	5.1	i	3.7
Cc1cccc(Nc2nnc(SCC(=O)Nc3ccccc3[N+](=O)[O-])s2)c1C	i	41.5	2.7	4.4	10.3	i	0.2	0.3	979	.	.	-0.8%	-31.0	475	44.4	52.2	i	2.6
COc1cccc(NC(=S)N/N=C2\CC(C)(C)Oc3ccc(O)cc32)c1	i	52.5	7.4	1.4	6.0	i	0.3	-3.4	1124	0.03	1420	-0.2%	19.0	596	26.6	11.9	i	10.1
COC(=O)c1ccc(CNC(=O)/C=C/c2cc([N+](=O)[O-])ccc2OC(F)F)cc1	i	38.2	1.6	1.3	7.7	i	0.2	-6.6	1181	0.12	1027	-0.7%	-1.0	815	20.8	29.8	i	30.6
CCNC(=S)NNC(=O)C(c1ccccc1)c1ccccc1	i	10.7	1.7	2.0	7.6	i	0.8	1.9	1266	-0.09	1516	-0.2%	.	.	-8.2	6.2	i	18.2
O=C(Nc1ccnn1C1CCN(C(=O)CCc2ccc(F)cc2)CC1)C1CCOC1 (stereo unspecified)	i	32.7	.	.	.	i	2.0	.	.	.	.	-0.6%	-4.2	819	.	.	.	.
CC(C)CC(=O)Nc1nnc(S(=O)(=O)N2c3ccccc3CC2C)s1 (stereo unspecified)	i	15.0	.	.	.	i	4.6	.	.	.	.	1.3%	-5.4	744	.	.	.	.
CCOC(=O)c1nnn(-c2nonc2N)c1CN(C)Cc1ccccc1	i	49.1	4.3	1.9	2.9	i	1.1	-1.1	1048	-0.28	1283	-0.1%	-10.8	766	5.8	4.9	i	11.3
CCn1c(=NC(=O)c2cccc(N3C(=O)CCC3=O)c2)sc2c(OC)ccc(OC)c21	i	13.2	2.5	1.8	4.5	i	2.5	-2.0	1079	-0.47	1470	0.3%	6.6	720	-6.0	-4.6	i	-4.0
CCc1ccc(-c2cc(C)no2)cc1S(=O)(=O)Nc1cc(C)on1	i	34.5	.	.	.	i	2.0	.	.	.	.	0.5%	-7.4	715	.	.	.	.
COc1ccccc1C(=O)NCCC(=O)N1CCCC(C)C1 (stereo unspecified)	i	11.9	.	.	.	i	0.3	.	.	.	.	-0.1%	-4.7	842	.	.	.	.
Cc1ccc(CCNC(=O)c2cccc(NC3=NC4CS(=O)(=O)CC4S3)c2)cc1 (stereo unspecified)	i	30.2	.	.	.	i	0.9	.	.	.	.	0.2%	27.0	704	.	.	.	.
Cc1cccc(/C(N)=N/OC(=O)c2ccco2)c1	i	25.6	3.9	2.5	2.8	i	0.9	-5.7	1250	0.4	938	0.0%	-0.6	739	-5.4	6.0	i	1.4
CC(=O)c1ccc(S(=O)(=O)NCCCC(=O)NCCc2ccccn2)cc1	i	24.9	5.0	0.8	12.3	i	0.4	-6.8	1034	-0.13	1330	0.0%	.	.	-8.4	4.9	i	0.8
COC(=O)c1ccc(NC(=O)CSc2nnc(CNc3ccc(OC)cc3)n2C)cc1	i	31.4	5.0	3.4	7.9	i	0.3	-2.7	1120	-0.09	1644	0.2%	-17.6	618	5.5	1.0	i	-0.6
O=C(Nc1ccccc1N1CCOCC1)c1ccccc1[N+](=O)[O-]	i	52.4	1.3	1.0	0.1	i	2.3	1.3	1293	2.77	1714	0.0%	.	.	-9.2	5.6	i	2.8
CC(=O)c1ccc(N2CCN(S(=O)(=O)c3ccccc3)CC2)c(F)c1	i	49.4	3.1	1.3	6.4	i	0.0	0.6	916	0.13	1562	0.3%	-7.3	710	-13.1	7.8	i	1.8
CSc1ccc(CCNC(=O)c2nn(C)c3c2CS(=O)(=O)c2ccccc2-3)cc1	i	2.8	.	.	.	i	1.0	.	.	.	.	-0.6%	-7.5	754	.	.	.	.
Cc1ccc(NC(=O)CNCCCN2CCOCC2)cc1S(=O)(=O)N1CCCCC1	i	36.5	.	.	.	i	0.4	-0.8	1045	0.89	1433	0.1%	-13.9	653	.	.	.	.
Cc1ccccc1NC(=O)c1c(C)nc(SCC(=O)OCc2ccccc2)c(C#N)c1-c1ccc(F)cc1	i	13.0	1.8	1.7	8.2	i	0.0	-0.3	1102	-0.73	1408	-0.5%	4.9	501	0.1	8.2	i	11.8
O=C(CSc1nnc(Nc2ccccc2)s1)NCc1cccs1	i	44.2	5.6	2.7	6.4	i	1.1	-1.1	1091	0.81	1578	-0.5%	28.0	609	-0.3	-1.3	i	-2.9
O=C(Nc1ccc2oc(-c3ccc4ccccc4c3)nc2c1)c1ccc2c(c1)OCCO2	i	44.9	3.4	2.2	0.9	i	0.8	-0.2	1474	-0.03	1042	1.3%	.	.	-7.7	-7.8	i	12.2
COc1ccc(OCC(=O)Sc2ccc(C)cc2)cc1	i	49.2	0.6	1.6	11.0	i	0.8	-1.1	1158	0.43	903	0.1%	4.9	760	15.3	4.1	i	2.8
CCn1c(SCC(=O)N2CCCC2)nc2c(c1=O)SCC2	i	65.6	.	.	.	i	0.4	.	.	.	.	-0.1%	1.4	864	.	.	.	.
CC(CN1CCOCC1)C(=O)O (stereo unspecified)	i	19.3	3.1	2.2	3.3	i	1.1	-1.3	1221	.	.	0.2%	0.5	653	-5.9	4.5	i	-10.1

Source: PubChem BioAssay (several laboratories)
